Compound activity as filed in PubChem.
EPAC1 antagonist = qHTS for Antagonist of cAMP-regulated guanine nucleotide exchange factor 3 (EPAC1): primary screen; Rap guanine nucleotide exchange factor 3 (Homo sapiens), O95398; EPAC1 GEF assay, Rap1b-BODIPY-GDP exchange fluorescence; Potency, µM (top dose mostly 115 µM), without a hit: top-dose activity change, negative = inhibition, actives largely listed as inhibitors; 0.14% of 360,000 active; AID 720709, 2013;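 note: potency is the fitted concentration of half-maximal effect; plate controls were vehicle for no effect and positive control for full effect; nearly all actives have a fitted effect of over 50% in size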
EPAC2 antagonist = qHTS for Antagonist of cAMP-regulated guanine nucleotide exchange factor 2 (EPAC2): primary screen; Rap guanine nucleotide exchange factor 4 (Homo sapiens), Q8WZA2; EPAC2 GEF exchange of Rap1B-BODIPY-GDP, fluorescence; Potency, µM (top dose mostly 114 µM), for the others: top-dose activity, negative = inhibition, actives largely listed as inhibitors; 0.18% of 360,000 active; AID 720708, 2013; note: potency is the fitted concentration of half-maximal effect; % is set by controls: 0 for no effect and ±100 for the full control effect; nearly all actives have a fitted effect of over 45% in size; many of its hits are not listed in these tables
PLK1 PBD block = qHTS for Inhibitors of PLK1-PDB (polo-like kinase 1 - polo-box domain): Primary Screen. Serine/threonine-protein kinase PLK1 (Homo sapiens), P53350. Plk1 PBD binding of FITC phosphopeptide, fluorescence polarization. Potency, µM, for inactives: max response, negative = inhibition, actives largely listed as inhibitors. 2.8% of 360,000 active. AID 720504, 2013; note: potency is the fitted concentration of half-maximal effect; series mostly up to about 57 µM; % is set by controls: 0 for no effect and ±100 for the full control effect; nearly all actives have a fitted effect of over 65% in size
Target sequence (P53350 whole entry, looked up, the tested form may be a part): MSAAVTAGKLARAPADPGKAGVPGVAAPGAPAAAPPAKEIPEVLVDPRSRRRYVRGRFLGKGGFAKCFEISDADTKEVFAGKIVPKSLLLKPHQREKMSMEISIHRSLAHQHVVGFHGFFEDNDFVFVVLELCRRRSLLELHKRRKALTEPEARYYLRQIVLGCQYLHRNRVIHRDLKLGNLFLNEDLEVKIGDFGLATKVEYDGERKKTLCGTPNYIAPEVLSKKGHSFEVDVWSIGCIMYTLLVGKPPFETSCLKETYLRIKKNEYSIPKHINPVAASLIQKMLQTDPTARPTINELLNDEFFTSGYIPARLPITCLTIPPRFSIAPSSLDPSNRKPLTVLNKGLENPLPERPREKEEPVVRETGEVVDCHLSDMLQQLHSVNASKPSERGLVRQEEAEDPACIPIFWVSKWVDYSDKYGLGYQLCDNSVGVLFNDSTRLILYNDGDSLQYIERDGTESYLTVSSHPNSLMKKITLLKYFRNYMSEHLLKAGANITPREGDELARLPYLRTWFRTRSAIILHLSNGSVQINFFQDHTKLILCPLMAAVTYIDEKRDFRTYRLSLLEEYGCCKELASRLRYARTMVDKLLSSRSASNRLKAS
CCT modulator = High-Throughput Screening for Modulators of Cytosolic Chaperonin Activity; activity change, % (concentration not given with the values), hits read low; 0.3% of 360,000 active; purified chaperonin ATPase assay, HTRF ADP detection, 30 min; in the data active = activity change below about -30%; note: % is set by controls: 0 for no effect and ±100 for the full control effect
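TRiC at 40 or 20 nM final (batch-dependent) in 30 mM Tris pH 7.4, 100 mM KCl, 5 mM MgCl2, 1 mM DTT, with compound at single 76 uM and 10 uM ATP, 30 min at 37 deg C. ADP detected by HTRF Transcreener, 665/615 ratio.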
PI5P4Ka inh = qHTS for Inhibitors of phosphatidylinositol 5-phosphate 4-kinase (PI5P4K); max response, %; Phosphatidylinositol 5-phosphate 4-kinase type-2 alpha (Homo sapiens), P48426; 1.2% of 330,000 active; PI5P4Kalpha enzyme, ADP-Glo luminescence, 60 min; hits give low values; active = max response of -50% or lower; inconclusive = between -30% and -50%; inactive = -30% or higher; note: value at the top dose of about 77 µM; % is set by controls: 0 for no effect and ±100 for the full control effect
Target sequence (P48426 whole entry, looked up): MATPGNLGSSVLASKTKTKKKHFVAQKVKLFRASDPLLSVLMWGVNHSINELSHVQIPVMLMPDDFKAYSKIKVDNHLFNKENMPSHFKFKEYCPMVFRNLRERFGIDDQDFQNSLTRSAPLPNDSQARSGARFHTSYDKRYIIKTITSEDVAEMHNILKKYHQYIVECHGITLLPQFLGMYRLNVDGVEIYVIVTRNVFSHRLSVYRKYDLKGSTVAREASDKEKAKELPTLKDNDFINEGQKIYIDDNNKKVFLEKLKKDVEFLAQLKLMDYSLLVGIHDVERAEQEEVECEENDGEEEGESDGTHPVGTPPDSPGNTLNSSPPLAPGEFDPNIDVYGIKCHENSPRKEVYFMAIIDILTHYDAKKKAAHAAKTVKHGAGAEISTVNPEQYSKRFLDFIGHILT
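Controls without substrate or without enzyme flank wells where PI5P4Kalpha converts substrate using 5 microM ATP (final). Incubation lasts 60 minutes at room temperature; ADP formed is read by ADP-Glo luminescence.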
WRN inhibitor = qHTS for Inhibitors of WRN Helicase; Bifunctional 3'-5' exonuclease/ATP-dependent helicase WRN (Homo sapiens), Q14191; WRN helicase unwinding, fluorescent forked duplex, kinetic; Potency, µM (highest dose often 114 µM), inactives show at the highest dose activity change, negative = inhibition, usual class: inhibitors; 0.46% of 360,000 active; note: potency is the fitted concentration of half-maximal effect; % is set by controls: 0 for no effect and ±100 for the full control effect; nearly all actives have a fitted effect of over 55% in size
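WRN at 20 nM final preincubated with compound 15 min at room temperature; reaction started with 100 nM fluorophore/quencher forked duplex oligonucleotide and 2 mM ATP final. Unwinding followed kinetically by red fluorescence (ex 525, em 598 nm).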
EPAC1 ag = qHTS for Agonist of cAMP-regulated guanine nucleotide exchange factor 3 (EPAC1): primary screen; EPAC1 agonist qHTS, biochemical assay; response scale: 100% = response to 6.5 mM cAMP; Potency, µM (series often up to 154 µM), inactives show at the top dose activation, most hits filed as activators; 0.073% of 360,000 active; AID 720707, 2013; note: potency is the fitted concentration of half-maximal effect; nearly all actives have a fitted effect of over 60% in size
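Multi-concentration qHTS readout: loss of Rap1B-bound BODIPY-GDP fluorescence driven by 100 nM EPAC1 with excess GDP (50 uM), monitored kinetically at room temperature; agonist response expressed relative to 6.5 mM cAMP.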
MmCpn inh = Inhibitors of TCP-1 ring complex (TRiC) of Methanococcus maripaludis (MmCpn): qHTS. Chaperonin Mm-Cpn (Methanococcus maripaludis). purified Mm-Cpn ATPase, ADP Transcreener TR-FRET. Potency, µM (titrated, usually from 76.9 µM), without a hit: at the top dose activity, negative = inhibition, most hits filed as inhibitors. 0.031% of 330,000 active; note: potency is the fitted concentration of half-maximal effect; % is set by controls: 0 for no effect and ±100 for the full control effect; nearly all actives have a fitted effect of over 80% in size
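Reaction buffer contained 30 mM Tris pH 7.4, 100 mM KCl, 5 mM MgCl2 and 1 mM DTT. Mm-CPN (25 nM final) hydrolysed 10 uM ATP over 30 min at 37°C; ADP was read by HTRF.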
The depositor's hits bear a star; ? = inconclusive; . = not tested or not shown; [ ] = another dose, or the depositor's remark. Unless noted, calls come from the whole dose curve; as a rule, active = well fitted curve in the direction sought with a large enough effect; inconclusive = small, poorly fitted or top-dose-only effect, or another doubt; inactive = no such curve, though single readings can be large; an effect the other way counts as inactive or inconclusive. An excerpt; the hit share may differ from the screen's.

EPAC1 antagonist	EPAC2 antagonist	PLK1 PBD block	CCT modulator	PI5P4Ka inh	SMILES	WRN inhibitor	EPAC1 ag	MmCpn inh
0.4%	-12.7%	-2.7%	-3.3	-4.7	Nc1ccc(S(=O)(=O)N2CCCc3ccccc32)cc1	1.1%	-22.7%	1.2%
-14.8%	1.2%	-14.0%	-3.0	5.0	N#Cc1ccc(OCc2nnc3n2CCCCC3)cc1	2.9%	1.8%	1.5%
21.6%	21.4%	1.9%	1.7	1.6	Cc1cc(F)ccc1NC(=O)Nc1ccc2c(c1)OCO2	11.0%	-6.5%	1.3%
-8.9%	17.6%	-6.4%	-1.3	0.9	CC(NS(=O)(=O)/C=C/c1ccccc1)C(=O)O (configuration not stated)	-1.0%	6.5%	-2.8%
4.5%	27.3%	?	-0.1	1.8	CCc1ccc2c(COC(=O)CNS(=O)(=O)c3ccc(NC(C)=O)cc3)cc(=O)oc2c1	-18.2%	-12.7%	2.4%
21.3%	15.3%	-15.6%	1.6	-3.1	O=C(CSc1nc2ccccc2c(=O)[nH]1)Nc1cccc([N+](=O)[O-])c1	?	-0.5%	3.3%
9.7%	-7.6%	-11.0%	-0.8	10.5	CC(C)(C)c1ccc(C(CC(=O)O)NC(=O)CCCc2ccccc2)cc1 (configuration not stated)	3.8%	4.4%	-1.7%
5.0%	13.5%	-9.5%	0.9	-1.0	Cc1cccc(-c2nnc(SCC#N)n2-c2ccccc2)c1	1.6%	-4.4%	-1.5%
4.9%	6.0%	-6.4%	-1.1	-2.3	Cc1ccc([N+](=O)[O-])cc1NC(=O)/C=C/C(=O)O	5.8%	1.3%	2.7%
4.4%	-0.5%	-5.4%	2.5	0.2	CCN(CC)c1ccc(CNCc2cccs2)cc1	1.7%	-6.4%	-0.2%
-10.4%	-11.3%	-29.6%	0.0	-4.2	CCc1nnc(NC(=O)COc2ccc3ccccc3c2)s1	-0.4%[57.1 µM]	4.6%	-0.7%
-17.9%	6.8%	-5.3%	1.3	-3.9	O=C(N/N=C/c1ccc[nH]1)c1cccc([N+](=O)[O-])c1	-6.1%	4.1%	-1.2%
-16.7%	2.7%	-11.0%	-0.7	-3.8	O=C(Nc1ccnn1C1CCN(C(=O)c2cnsn2)CC1)c1cccc(F)c1	-28.9%	11.8%	1.7%
-6.6%	-2.9%	-11.2%	-4.1	-12.4	O=C(N/N=C/c1ccc[nH]1)c1ccccc1O	-0.5%	4.1%	2.0%
-9.6%	-2.9%	-12.0%	-1.1	-4.0	O=c1c(Cc2ccc(F)cc2)c(O)ccn1Cc1ccc(F)cc1	5.3%	9.2%	1.9%
14.4%	4.5%	-2.0%	1.3	-1.5	CCCCNC(=O)c1ccc(CS(=O)(=O)Cc2ccccc2F)o1	-4.9%	6.4%	1.7%
11.9%	-10.0%[57.1 µM]	-19.9%	-1.9	-8.3	Cc1nc(-c2cccc(S(=O)(=O)N3CCCCCC3)c2)cs1	-6.5%	13.3%	-4.5%
-11.8%	?	-10.0%	-4.8	19.7	CC(Nc1nc(C(F)(F)F)nc2ccccc12)c1cccs1 (configuration not stated)	-11.4%	10.3%	0.0%
-25.3%	-3.0%	-17.4%	-5.2	-1.0	Cc1cc(NCCN2CCOCC2)c2ccc3ccccc3c2n1	-8.3%[11.6 µM]	-0.6%	2.4%
0.5%	4.6%	-17.8%	5.7	-1.8	O=C(CSc1nnnn1C1CCCCC1)N1CCN(C(=O)c2ccco2)CC1	1.0%	1.8%	-2.9%
-7.4%	-0.9%	-7.1%	-0.1	-6.0	Cc1cc(C2C(=O)C(C(=O)c3ccc(Cl)cc3)C(=O)CC2(C)C)on1 (configuration not stated)	-7.1%	-2.5%	-0.2%
1.9%	-3.1%	1.7%	-1.1	-3.5	O=C(Cn1c(=O)cnc2ccccc21)NNC(=O)c1ccccc1Cl	-2.0%	-4.0%	1.6%
0.0%	1.7%	-5.8%	-1.2	8.6	CC(C)CCNc1cc(=O)n(C)c(=O)n1C	0.9%	1.8%	0.5%
2.1%	-19.9%	-17.2%	2.3	.	O=C1CC(N2CCN(C/C=C/c3ccccc3)CC2)C(=O)N1CCc1ccccc1 (configuration not stated)	-7.6%	16.5%	3.6%
-15.4%	2.7%	1.1%	-0.6	-4.1	CCCCN1C(=O)C2NN=C(C(=O)OC)C2C1=O (configuration not stated)	-3.1%	1.5%	5.9%
3.7%	3.7%	-2.0%	0.2	-0.9	COC(=O)c1cc(NC(=S)N2CCN(c3ccccn3)CC2)cc(C(=O)OC)c1	3.0%	-5.3%	-9.5%
-6.3%	11.0%	-4.5%	-0.4	1.0	Cc1ccc(S(=O)(=O)CCC(=O)NCc2ccccc2Cl)cc1	-5.9%	-1.8%	2.3%
4.4%	-17.4%	-6.5%	-4.6	-4.9	COc1ccc(C(=O)N2CCc3ccc(NC(=O)c4ccccn4)cc3C2)cc1F	-4.7%[57.1 µM]	2.7%	-3.8%
-1.5%	-2.1%	2.67µM*	0.3	1.8	Cc1ccccc1NC(=S)c1ccc2ccccc2n1	-5.3%	-1.2%	-5.4%
-24.6%	?	?	1.3	-0.5	Cc1nc(NS(=O)(=O)c2ccc(Cl)s2)c2c3c(sc2n1)CCCC3	-15.6%	-1.9%	-0.8%

A different layout for part of the listing above:
EPAC1 antagonist,EPAC2 antagonist,PLK1 PBD block,CCT modulator,PI5P4Ka inh,WRN inhibitor,EPAC1 ag,MmCpn inh,SMILES
-1.5%,-2.1%,2.67µM*,0.3,1.8,-5.3%,-1.2%,-5.4%,Cc1ccccc1NC(=S)c1ccc2ccccc2n1
2.1%,-19.9%,-17.2%,2.3,.,-7.6%,16.5%,3.6%,O=C1CC(N2CCN(C/C=C/c3ccccc3)CC2)C(=O)N1CCc1ccccc1 (configuration not stated)

Other compounds:
EPAC1 antagonist	EPAC2 antagonist	PLK1 PBD block	CCT modulator	PI5P4Ka inh	SMILES	WRN inhibitor	EPAC1 ag	MmCpn inh
-5.5%	-10.2%	4.0%	-0.8	-0.8	CC(=O)Cn1cnc2c(cnn2-c2ccccc2)c1=O	-3.3%	10.3%	-0.9%
-4.1%	-9.5%	-0.3%	-1.2	-0.2	O=C(Nc1ccccc1)c1cc(C2CCCN(C(=O)CCc3ccccc3)C2)on1 (configuration not stated)	-1.1%	-14.7%	.
-15.0%	-4.1%	-18.6%	-1.6	-6.2	CCCn1nc(C(=O)OCC(=O)Nc2ncc(Cl)c(C)c2Cl)c2ccccc2c1=O	?	12.5%	?
-9.5%	7.7%	-8.6%	-2.8	-6.4	Cc1ccc(OCC(=O)Nc2ccc(S(=O)(=O)Nc3ccccn3)cc2)cc1C	-1.4%	7.1%	-12.5%
5.6%	-3.9%	0.4%	1.8	-3.5	CCOc1ccccc1C(=O)NC1CC2CCCC(C1)N2Cc1ccccc1 (configuration not stated)	-5.0%	-8.1%	0.7%
0.6%	4.1%	-9.1%	1.3	-8.6	Cn1ncc(Br)c1NC(=O)c1ccco1	-1.8%	5.4%	-6.2%
1.6%	-10.9%	-3.4%	0.4	-10.8	CCn1c(NC(=O)C(C)C)c2ccccc2nc1=O	4.4%	-8.6%	-0.7%
?	-22.8%	11.0%	-2.1	-6.3	CCN1/C(=C/c2ccc3cc(C)ccc3[n+]2CC)Sc2ccccc21	?	-4.4%	-15.9%
-25.5%	6.2%	-15.9%	-2.9	-6.7	Cc1ccc(-n2nnnc2SCC(=O)NNC(=O)c2ccc([N+](=O)[O-])cc2)cc1	-12.5%[57.1 µM]	-15.6%	2.3%
10.0%	11.1%	-6.8%	2.8	3.6	CC(Sc1nnc(-c2ccc(C(C)(C)C)cc2)n1C)C(N)=O (configuration not stated)	-0.8%	-11.2%	1.0%
-1.1%	1.6%	-4.6%	-1.7	2.7	C[C@H](NC(=O)[C@@H]1CCCN1C(=O)OC(C)(C)C)c1ccccc1	1.7%	10.4%	.
21.9%	20.2%	-3.6%	-0.6	-1.6	CCc1cccc(C)c1NC(=S)NCC(c1cccnc1)N1CCOCC1 (configuration not stated)	9.1%	-3.1%	-0.6%
3.9%	6.6%	-2.4%	-0.4	.	O=C(CCc1nc2ccccc2[nH]c1=O)OCC(=O)c1ccc(Cl)cc1	0.4%	-6.6%	-4.5%
14.5%	1.6%	-3.9%	0.1	6.3	O=C(Cc1ccccc1)NN1C(=O)C2C3C=CC(C4CC34)C2C1=O (configuration not stated)	2.0%	5.8%	-1.3%
-3.3%	3.8%	1.5%	-3.2	.	N#Cc1c(-c2ccc3c(c2)OCO3)ccn2nc(-c3cccc(C(F)(F)F)c3)nc12	-2.5%	1.7%	-4.3%
9.1%	-9.0%	-0.5%	1.1	.	CCN1C(=O)CSC1=NC12CC3CC(CC(C3)C1)C2	-9.3%	18.3%	-4.1%
-4.2%	2.3%	-8.5%	-0.3	2.0	CCn1c(=O)c(CCC(=O)NCCN2CCOCC2)c(C)c2c(C)nn(-c3ccccc3)c21	0.8%	-1.3%	-2.8%
-4.8%	-8.8%	-0.5%	1.5	1.1	c1coc(CNc2nc3ccccc3s2)c1	-22.8%	-4.3%	1.0%
?	-7.3%	5.6%	0.9	2.5	COc1cccc(CC2(CO)CCCN(Cc3ccc4c(c3)OCCO4)C2)c1 (configuration not stated)	-4.3%[57.1 µM]	1.0%	1.4%
13.2%	-13.3%	12.9%	0.5	8.9	COc1ccc(-c2nc3c(-c4ccc(Cl)cc4)cnn3cc2C)cc1F	-8.9%	-4.7%	-0.8%
